RBBP9 inhibitor – human RBBP9 inhibitors, primary screen, biochemical, fluorescence polarization, FP-Rh probe, HTS | Serine hydrolase RBBP9 (Homo sapiens), O75884 | recombinant RBBP9 | inhibition, % at 7.94 µM | 0.2% of 220,000 active | AID 1515, 2009;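 active means inhibition above the campaign mean of all tested compounds plus 3 SD, cut at about 14% in these data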;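 further: plate controls were DMSO wells with RBBP9 for no effect and wells lacking RBBP9 protein for full effect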
Target sequence (O75884 whole entry, looked up): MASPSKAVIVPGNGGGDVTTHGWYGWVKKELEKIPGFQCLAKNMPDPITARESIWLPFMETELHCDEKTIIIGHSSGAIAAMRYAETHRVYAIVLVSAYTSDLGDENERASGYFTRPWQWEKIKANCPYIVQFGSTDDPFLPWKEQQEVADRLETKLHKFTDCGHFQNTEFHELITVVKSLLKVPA
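System: RBBP9 protein / Quantity: 2.5 µM RBBP9 dispensing solution, before mixing / Also added: Serine-hydrolase probe FP-Rh, 375 nM pre-mixing / Dosing: 7.94 µM single dose, 0.794% DMSO / Timing: enzyme-compound preincubation 30 min, then probe labeling 45 min, 25 °C / Signal: FP readout at 525/598 nm / Controls: DMSO-treated enzyme wells and wells lacking RBBP9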
NPY-Y1 PAM-ag – NPY-Y1 receptor potentiators or agonists, primary screen, cell-based; Neuropeptide Y receptor type 1 (Homo sapiens), P25929; NPY-Y1 expressing cells, potentiator/agonist activation; activation, % at 3.6 µM; 0.37% of 220,000 active; in the data active means activation above about 33%, passing the limit was not always enough;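 further: cells stimulated with NPY at EC10 then isoproterenol at EC100; 0% = low agonist plus stimulus and 100% = saturating agonist plus stimulus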
Runt-CBFb FRET – inhibitors of RUNX1 Runt–CBFb binding, primary screen, biochemical, FRET, Cerulean-Runt, Venus-CBFb, uHTS. 0.46% of 220,000 active. Cerulean-Runt/Venus-CBFb FRET ratio 530/480, 1 h. Runt-related transcription factor 1 (Homo sapiens) + Core-binding factor subunit beta …. inhibition, % at 20 µM;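 active means inhibition over about 50% at 20 µM in the single-dose screen, limit read from the data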;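 further: 0% = DMSO wells and 100% = excess unlabeled CBFb competitor control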
Target sequence (Q01196 whole entry, looked up): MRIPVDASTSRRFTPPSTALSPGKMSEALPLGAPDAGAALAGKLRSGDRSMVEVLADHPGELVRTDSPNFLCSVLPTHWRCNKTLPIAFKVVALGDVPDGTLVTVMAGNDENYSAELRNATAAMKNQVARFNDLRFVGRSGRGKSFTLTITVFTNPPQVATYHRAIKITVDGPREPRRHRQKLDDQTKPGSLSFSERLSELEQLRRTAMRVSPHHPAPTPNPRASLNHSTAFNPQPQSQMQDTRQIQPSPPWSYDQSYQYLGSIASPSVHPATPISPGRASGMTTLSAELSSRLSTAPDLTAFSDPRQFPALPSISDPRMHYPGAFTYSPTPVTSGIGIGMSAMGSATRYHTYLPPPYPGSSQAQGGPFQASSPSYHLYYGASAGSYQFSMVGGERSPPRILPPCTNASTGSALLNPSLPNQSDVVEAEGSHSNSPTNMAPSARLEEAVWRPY
Target sequence (Q13951 whole entry, looked up): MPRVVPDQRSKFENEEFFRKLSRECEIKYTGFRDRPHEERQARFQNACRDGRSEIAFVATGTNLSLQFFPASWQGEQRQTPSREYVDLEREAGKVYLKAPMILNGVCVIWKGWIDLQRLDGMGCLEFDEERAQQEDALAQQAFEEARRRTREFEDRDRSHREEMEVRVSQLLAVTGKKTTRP
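test system = Cerulean-Runt domain fusion protein, energy donor | probe or stimulus = Venus-CBFb binding partner, 100 nM | incubation = two 1 h room-temperature incubations shielded from light | detection = fluorescence energy transfer, 422 nm excitation, 530/480 nm emission | measure = loss of energy transfer signal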
Ba/F3 V617F tox – reduced viability of JAK2V617F-dependent Ba/F3 cells, primary screen, JAK2V617F inhibitor project, cell-based, Ba/F3 EpoR-JAK2V617F, luminescence. ATP luminescence. inhibition, % at 5.6 µM. 1.1% of 220,000 active;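 active means inhibition above the campaign mean plus 3 SD over all tested compounds, cut at about 24% in these data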;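 further: cytokine-independent growth of Ba/F3 cells driven by EpoR plus mutant JAK2; 0% = DMSO-treated cells and 100% = JAK inhibitor I control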
BaF3 tox – parental Ba/F3 cell viability inhibition, counter-screen for JAK2V617F inhibitor project, murine pro-B, CellTiter-Glo luminescence; CellTiter-Glo ATP luminescence; inhibition, % at 5.6 µM; 1.1% of 220,000 active;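 active means inhibition above a per-campaign cutoff, the mean inhibition of all tested compounds plus 3 SD, cut at about 27% in these data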;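 further: 0% = DMSO wells and 100% = JAK Inhibitor I control wells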
NPY Y1 blocker – NPY-Y1 receptor antagonists, primary screen, cell-based. Neuropeptide Y receptor type 1 (Homo sapiens), P25929. HEK293-CNG Y1 cells, membrane potential fluorescence; NPY at EC95, then isoproterenol. inhibition, % at 3.6 µM. 1% of 200,000 active. AID 1040, 2008;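 active means inhibition above the campaign mean inhibition of all tested compounds plus 3 SD, cut at about 20% in these data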;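 further: 0% = DMSO wells given NPY plus isoproterenol and 100% = isoproterenol alone without NPY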
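Material: HEK293 cells with Y1 receptor plus CNG channel; times: compound incubation 1 h at room temperature, readout 45 min post-stimulation; signal: fluorescence, membrane potential probe; read-out basis: fluorescence ratio normalized to % inhibition between controls; benchmarks: full-block control isoproterenol-only wells, zero-block control NPY plus isoproterenol wells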
NPY2 pot ag – NPY-Y2 potentiators or agonists, primary screen, cell-based; cells expressing NPY-Y2, potentiator/agonist read-out; 0.45% of 220,000 active; activation, % at 3.6 µM; Neuropeptide Y receptor type 2 (Homo sapiens), P49146; in the data active means activation above about 27%;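 further: cells stimulated with NPY near EC25 plus isoproterenol at EC100; 0% = vehicle plus submaximal agonist and 100% = vehicle plus saturating agonist; some results beyond the cut were filed as inactive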
S1P4 antag – S1P4 receptor antagonists, primary screen, cell-based; Sphingosine 1-phosphate receptor 4 (Homo sapiens), O95977; S1P4-expressing cells, antagonist mode, reporter read-out; inhibition, % at 4.98 µM; 0.26% of 220,000 active; AID 1510, 2009; in the data active means inhibition above about 29%;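 further: 0% = wells stimulated with agonist and 100% = vehicle wells without agonist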
S1P4 agonist – S1P4 receptor agonists, primary screen, cell-based | Sphingosine 1-phosphate receptor 4 (Homo sapiens), O95977 | S1P4-expressing cell line, agonist reporter assay | activation, % at 4.98 µM | 0.35% of 220,000 active | AID 1509, 2009; in the data active means activation above about 11%;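 further: 0% = DMSO vehicle and 100% = reference agonist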
The depositor's hits bear a star; . = no result given.

[1] CC(=O)Nc1ccc(S(=O)(=O)Nc2cc(C)c(-n3nc4ccccc4n3)cc2O)cc1
[2] O=S(=O)(N/N=C\C=C\c1ccccc1)c1ccc(Cl)cc1
[3] CC(Sc1c[nH]c2ccccc12)C(=O)O (configuration not stated)
[4] CCn1c(SCC(=O)Nc2ccccc2N2CCCCC2)nc2c1c(=O)n(C)c(=O)n2C
[5] COc1ccc(C(Nc2cc(C)ccn2)c2ccc3ccc(C)nc3c2O)cc1 (configuration not stated)
[6] COc1ccc(CC(=O)OCC(=O)Nc2ccc(Cl)c(S(=O)(=O)N(C)C)c2)cc1
assay / entry,1,2,3,4,5,6
RBBP9 inhibitor,-2,2,6,-2,-8,-7
NPY-Y1 PAM-ag,-3,8,-42,-43,-9,-1
Runt-CBFb FRET,1,-1,3,-3,9,-1
Ba/F3 V617F tox,-2,0,-6,-5,-3,2
BaF3 tox,4,0,3,0,3,2
NPY Y1 blocker,-5,6,28*,15,.,4
NPY2 pot ag,18,-11,-16,-4,-14,1
S1P4 antag,-6,10,4,-28,-3,-17
S1P4 agonist,0.7,-0.1,2.1,1.5,-0.3,0.2

[7] COc1ccc(CN2CCn3ncc(C(=O)Nc4ccccc4)c3C2=O)cc1
[8] CC(NC(=O)CSc1nc2ccc(N)cc2s1)c1ccccc1 (configuration not stated)
[9] CC(C)C(NS(=O)(=O)c1ccc2c3c(cccc13)C(=O)N2)C(=O)O (configuration not stated)
[10] N#Cc1c(N2CCN(c3ccc(F)cc3)CC2)nc(N)c2c(N)nc3c(c12)CC(=O)N3C1CC1
[11] Nc1nc(CSCCO)nc(Nc2ccccc2)n1
[12] CC(C)c1ccccc1NC(=S)NCCCn1ccnc1
assay / entry,7,8,9,10,11,12
RBBP9 inhibitor,-5,0,-4,-3,-3,-2
NPY-Y1 PAM-ag,18,0,-12,7,2,16
Runt-CBFb FRET,-1,-2,8,-31,1,-1
Ba/F3 V617F tox,2,1,-1,2,0,-3
BaF3 tox,3,5,3,4,2,7
NPY Y1 blocker,3,9,2,-5,0,-1
NPY2 pot ag,-5,-10,5,-12,-5,-3
S1P4 antag,-12,2,-3,-11,-10,-8
S1P4 agonist,-0.4,-0.1,2.3,0.2,-0.5,2.7

[13] Cc1ccccc1NC(=S)NCCSc1ccc(Cl)cc1
[14] CCN(CC)S(=O)(=O)c1ccc2c(c1)N(CC(=O)NCCc1ccc(S(N)(=O)=O)cc1)C(=O)CO2
[15] CCCS(=O)(=O)c1c(S(=O)(=O)CCC)c2cc(CC)ccn2c1C(=O)OC
[16] O=C(CSc1nnc(CNc2ccc(F)cc2)n1-c1ccccc1)N1CCOCC1
[17] COc1cc(-c2nnc(COC(=O)CSc3cc(C)c4ccccc4n3)o2)cc(OC)c1OC
[18] Cc1nn(-c2ccccc2)c(N)c1N=Nc1cccc(S(=O)(=O)N2CCOCC2)c1
assay / entry,13,14,15,16,17,18
RBBP9 inhibitor,-4,-2,-1,-8,0,-2
NPY-Y1 PAM-ag,-12,-12,4,-15,-17,27
Runt-CBFb FRET,0,-2,-6,-2,1,8
Ba/F3 V617F tox,2,2,0,1,-2,-2
BaF3 tox,0,9,5,4,2,0
NPY Y1 blocker,-2,-6,-4,-1,7,.
NPY2 pot ag,-9,-15,1,-12,-12,18
S1P4 antag,-7,-10,2,-22,-19,-9
S1P4 agonist,-0.1,-0.5,1.3,0.9,0.6,1.5

Reformatted with values under each structure: 2 of the compounds above
Order of values: RBBP9 inhibitor	NPY-Y1 PAM-ag	Runt-CBFb FRET	Ba/F3 V617F tox	BaF3 tox	NPY Y1 blocker	NPY2 pot ag	S1P4 antag	S1P4 agonist
16: O=C(CSc1nnc(CNc2ccc(F)cc2)n1-c1ccccc1)N1CCOCC1
 : -8	-15	-2	1	4	-1	-12	-22	0.9
17: COc1cc(-c2nnc(COC(=O)CSc3cc(C)c4ccccc4n3)o2)cc(OC)c1OC
 : 0	-17	1	-2	2	7	-12	-19	0.6

(cont.)
[19] CCOC(=O)Cn1c(=O)oc2cc(S(=O)(=O)NC(C)(C)CC)ccc21
[20] CC(C)NC(=O)C1CCN(C2CCN(C(=O)Cc3ccc4c(c3)OCO4)CC2)CC1
[21] Cc1noc(/C=C/c2ccco2)c1S(=O)(=O)N1CCC(C(=O)N2CCc3ccccc32)CC1
[22] CN1CCN(S(=O)(=O)c2ccc3ccccc3c2)CC1
[23] O=C(Nc1ccc(S(=O)(=O)N2CCCC2)cc1)c1cnccn1
[24] C=CCn1c(C(C)NC(=O)c2cccc(C)c2)n[nH]c1=S (configuration not stated)
assay / entry,19,20,21,22,23,24
RBBP9 inhibitor,-16,-2,-10,3,-6,-12
NPY-Y1 PAM-ag,12,7,-24,11,20,10
Runt-CBFb FRET,0,0,1,2,-1,6
Ba/F3 V617F tox,3,-1,-3,-1,-1,1
BaF3 tox,4,-1,4,2,7,2
NPY Y1 blocker,.,-2,5,6,3,0
NPY2 pot ag,5,4,-24,2,-4,-2
S1P4 antag,13,-6,-7,-19,9,1
S1P4 agonist,2.1,1.0,0.3,0.7,-0.7,-0.5

[25] CN(C)S(=O)(=O)c1cccc(NC(=S)NC2CCCCC2)c1
[26] COC(=O)c1cc(NC(=O)c2ccoc2C)cc(C(=O)OC)c1
[27] Cc1cccc(C)c1N(CC(=O)N/N=C/c1cc(Br)c(C)o1)S(C)(=O)=O
[28] COc1ccc(C(=O)Nc2ccc(-c3cn4ccsc4n3)cc2)cc1S(=O)(=O)N1CCOCC1
assay / entry,25,26,27,28
RBBP9 inhibitor,-6,8,-5,-9
NPY-Y1 PAM-ag,-4,2,-17,-10
Runt-CBFb FRET,1,-2,0,-6
Ba/F3 V617F tox,0,-2,2,0
BaF3 tox,6,-1,6,4
NPY Y1 blocker,-3,-3,5,-1
NPY2 pot ag,-17,19,7,2
S1P4 antag,-18,-17,-20,-17
S1P4 agonist,-0.2,3.1,0.3,0.0

Rewritten in markdown: part of the list above
| No. | smiles | RBBP9 inhibitor | NPY-Y1 PAM-ag | Runt-CBFb FRET | Ba/F3 V617F tox | BaF3 tox | NPY Y1 blocker | NPY2 pot ag | S1P4 antag | S1P4 agonist |
| --- | --- | --- | --- | --- | --- | --- | --- | --- | --- | --- |
| 15 | CCCS(=O)(=O)c1c(S(=O)(=O)CCC)c2cc(CC)ccn2c1C(=O)OC | -1 | 4 | -6 | 0 | 5 | -4 | 1 | 2 | 1.3 |
| 16 | O=C(CSc1nnc(CNc2ccc(F)cc2)n1-c1ccccc1)N1CCOCC1 | -8 | -15 | -2 | 1 | 4 | -1 | -12 | -22 | 0.9 |
| 17 | COc1cc(-c2nnc(COC(=O)CSc3cc(C)c4ccccc4n3)o2)cc(OC)c1OC | 0 | -17 | 1 | -2 | 2 | 7 | -12 | -19 | 0.6 |
| 18 | Cc1nn(-c2ccccc2)c(N)c1N=Nc1cccc(S(=O)(=O)N2CCOCC2)c1 | -2 | 27 | 8 | -2 | 0 | . | 18 | -9 | 1.5 |
| 19 | CCOC(=O)Cn1c(=O)oc2cc(S(=O)(=O)NC(C)(C)CC)ccc21 | -16 | 12 | 0 | 3 | 4 | . | 5 | 13 | 2.1 |
| 20 | CC(C)NC(=O)C1CCN(C2CCN(C(=O)Cc3ccc4c(c3)OCO4)CC2)CC1 | -2 | 7 | 0 | -1 | -1 | -2 | 4 | -6 | 1.0 |
| 21 | Cc1noc(/C=C/c2ccco2)c1S(=O)(=O)N1CCC(C(=O)N2CCc3ccccc32)CC1 | -10 | -24 | 1 | -3 | 4 | 5 | -24 | -7 | 0.3 |
| 22 | CN1CCN(S(=O)(=O)c2ccc3ccccc3c2)CC1 | 3 | 11 | 2 | -1 | 2 | 6 | 2 | -19 | 0.7 |
| 23 | O=C(Nc1ccc(S(=O)(=O)N2CCCC2)cc1)c1cnccn1 | -6 | 20 | -1 | -1 | 7 | 3 | -4 | 9 | -0.7 |
| 24 | C=CCn1c(C(C)NC(=O)c2cccc(C)c2)n[nH]c1=S (configuration not stated) | -12 | 10 | 6 | 1 | 2 | 0 | -2 | 1 | -0.5 |
| 25 | CN(C)S(=O)(=O)c1cccc(NC(=S)NC2CCCCC2)c1 | -6 | -4 | 1 | 0 | 6 | -3 | -17 | -18 | -0.2 |
